# High-throughput results (PubChem BioAssay)
# MrgX1 antag = human MrgX1 receptor antagonism, primary screen; Q96LB2; MRGX1-HEK293 calcium flux, Fluo-4, BAM8-22 antagonism; stronger effect = lower value; B-score at 10 µM; hit rate 1.3% among 310,000; AID 588676;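 active = calcium-response B-score plate-corrected more than 3 library SD below zero, starting fluorescence within 5 deviations, no agonist response on first addition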;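 note: peak minus trough fluorescence over baseline after final BAM8-22 challenge near maximal dose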
# Target sequence (Q96LB2 whole entry, looked up): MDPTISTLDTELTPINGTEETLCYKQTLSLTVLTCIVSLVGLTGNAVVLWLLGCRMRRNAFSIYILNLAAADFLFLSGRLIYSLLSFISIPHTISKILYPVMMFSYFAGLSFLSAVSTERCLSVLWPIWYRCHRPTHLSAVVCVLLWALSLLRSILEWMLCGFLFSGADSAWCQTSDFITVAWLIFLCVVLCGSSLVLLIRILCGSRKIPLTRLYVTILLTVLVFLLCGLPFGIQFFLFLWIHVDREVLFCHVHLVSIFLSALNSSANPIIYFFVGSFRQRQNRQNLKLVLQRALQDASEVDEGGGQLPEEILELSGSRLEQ
# TMEM16A act = mouse TMEM16A channel activation, primary screen; Q8BHY3; HEK293 TMEM16A/YFP-H148Q/I152L, iodide quench fluorescence; stronger effect = lower value; B-score at 10 µM; hit rate 0.3% among 340,000; AID 623877;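 active = fluorescence-ratio B-score plate-corrected deviation score at least 3 library SD below zero, with starting fluorescence score within 5 deviations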;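 note: channel opened by trigger with iodide after compound preincubation; score built on the fluorescence ratio of max minus min over baseline; more negative score means more quench and so TMEM16A activation or potentiation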
# RGS4 inh = inhibitors of human RGS4; hit rate 0.45% among 310,000; HEK293 M3R/RGS4 inducible, Fluo-4 calcium flux; stronger effect = higher value; triggered by carbachol at its EC20; P49798; AID 463165; B-score at 10 µM;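 active = B-score, a plate-corrected calcium signal, over three deviations above library mean, with baseline fluorescence within five deviations of library mean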;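 note: RGS4 expression induced by doxycycline in cells with stable M3 receptor; B-score is computed from the integrated fluorescence ratio over baseline after carbachol; higher B-score means a larger calcium signal and so more RGS4 inhibition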
# Target sequence (P49798 whole entry, looked up): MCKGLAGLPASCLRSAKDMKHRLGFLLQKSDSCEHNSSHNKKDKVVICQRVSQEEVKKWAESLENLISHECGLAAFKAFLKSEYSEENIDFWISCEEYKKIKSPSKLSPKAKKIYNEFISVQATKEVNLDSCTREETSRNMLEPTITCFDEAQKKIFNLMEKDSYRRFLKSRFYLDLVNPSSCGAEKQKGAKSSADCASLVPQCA
# ANO1 block = mouse TMEM16A channel inhibition, primary screen. Q8BHY3. HEK293 TMEM16A/YFP iodide influx fluorescence, ionomycin. normalized B-score (activity score, 25-100; higher = stronger inhibition) at 10 µM. hit rate 1.2% among 310,000;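 active = ratio plate-corrected score three or more library SD toward inhibition, starting fluorescence score within five deviations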;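 note: score derived from kinetic fluorescence span divided by baseline fluorescence per well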
# TRPC6 act = activates the mouse TRPC6 cation channel; Q61143; AID 2550; HEK293-TRPC6 membrane potential dye fluorescence; stronger effect = higher value; hit rate 0.13% among 310,000; B-score at 10 µM;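 active = B-score of the integrated fluorescence ratio above library mean plus 3 SD, and starting fluorescence ratio within library mean plus 5 SD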;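 note: higher score means more depolarization so channel activation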
# SKKanGAS inh = SKKanGAS growth inhibition; S. pyogenes SKKanGAS, kanamycin growth, BacTiter-Glo, 6 h; inhibition, % at 7.5 µM; hit rate 1.3% among 300,000; AID 1662;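 active = mean replicate score, as percent of positive control median, at least 50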;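 note: strain carries kanamycin resistance gene driven by streptokinase promoter and grows in 40 µg/ml kanamycin; loss of luminescence reflects streptokinase promoter inhibition or plain growth inhibition; 0% = median of DMSO wells and 100% = positive control at its reference dose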
# MrgX1 allo act = human MrgX1 positive allosteric modulation, primary screen. Q96LB2. MrgX1-HEK293, Fluo-4 calcium flux, FDSS; stronger effect = higher value. B-score at 10 µM. hit rate 0.63% among 310,000. AID 588675;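 active = plate-corrected calcium response at least 3 library SD above typical, normal starting fluorescence, not activating the receptor alone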;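 note: compound read alongside a low EC10 to EC30 dose of BAM8-22 agonist; peak minus trough fluorescence over baseline measured at the second addition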
# TRPC6 inh = inhibitors of mouse TRPC6 channel; Q61143; HEK293-TRPC6, membrane potential dye, ACh-evoked depolarization; stronger effect = lower value; B-score at 10 µM; hit rate 1.1% among 310,000; AID 2553;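 active = B-score under library mean minus 3 SD, initial fluorescence not abnormally high, positive integrated signal ratio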;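 note: B-score derived from integrated fluorescence ratio over the kinetic read; more negative B-score means stronger inhibition of depolarization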
# MrgX1 agonist = agonists of human MrgX1 receptor; Q96LB2; MrgX1-HEK293 cells, Fluo-4 calcium fluorescence, agonist mode; stronger effect = higher value; B-score at 10 µM; hit rate 0.44% among 310,000; AID 588627;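 active = calcium response B-score plate-corrected fluorescence ratio at least 3 library SD, with starting fluorescence B-score inside 5 SD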
#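 times = overnight plating, then 30 min 37 °C plus 30 min room-temperature dye loading | assay system = stable human MrgX1 HEK293 cell line | input = fifteen thousand cells per well | signal = kinetic calcium dye fluorescence, Fluo-4 NW | dosing = compound delivered in addition one of three | read-out = B-scored fluorescence response ratio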
# HDAC3 inhib = blocks human histone deacetylase 3 | hit rate 0.15% among 320,000 | inhibition, % at 8.3 µM | recombinant HDAC3, fluorogenic peptide/trypsin coupled, fluorescence; in the data active = inhibition above about 26%, passing the limit was not always enough
# Target sequence (O15379 whole entry, looked up): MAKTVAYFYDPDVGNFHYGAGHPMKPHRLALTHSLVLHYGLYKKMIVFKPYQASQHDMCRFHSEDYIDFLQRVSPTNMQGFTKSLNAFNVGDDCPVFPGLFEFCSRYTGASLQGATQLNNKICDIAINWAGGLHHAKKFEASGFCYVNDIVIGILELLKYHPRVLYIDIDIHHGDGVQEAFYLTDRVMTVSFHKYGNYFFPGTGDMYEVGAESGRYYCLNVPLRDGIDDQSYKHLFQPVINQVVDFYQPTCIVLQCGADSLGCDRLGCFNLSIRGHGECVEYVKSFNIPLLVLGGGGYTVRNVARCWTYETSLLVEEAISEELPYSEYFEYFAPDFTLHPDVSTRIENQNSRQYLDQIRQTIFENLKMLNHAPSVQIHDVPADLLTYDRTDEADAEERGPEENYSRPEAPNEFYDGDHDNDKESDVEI
# RGS4 act = potentiators or activators of RGS4; HEK293 M3R/inducible RGS4, carbachol calcium flux Fluo4; stronger effect = lower value; B-score at 10 µM; hit rate 0.92% among 310,000; AID 463111;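 active = B-score of the integrated calcium signal more than 4 SD below the library mean, with starting fluorescence not abnormally high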;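 note: negative B-score means reduced calcium response which marks RGS4 activation or potentiation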
#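 test system = HEK293 cells with stable M3R and inducible RGS4 | schedule = recording 10 s baseline at 1 Hz, 100 s post-agonist | technique = Fluo4-AM (2 µM) calcium-flux fluorescence, kinetic read | measure = Agonist-evoked peak-minus-minimum fluorescence over baseline, integrated ratio, B score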
# Numbers without * were called inactive; i = inactive; · = no result given.
# Results follow in this order: SKKanGAS inh | MrgX1 allo act | TMEM16A act | ANO1 block | MrgX1 antag | MrgX1 agonist | RGS4 inh | HDAC3 inhib | TRPC6 act | TRPC6 inh | RGS4 act
> O=c1c2ccccc2nc(N2CCCC2)n1-c1ccc(Cl)cc1
 : -3 | i | i | i | i | i | i | -9 | i | i | i
> c1ccc(C(OCCN2CCNCC2)c2ccccc2)cc1
 : -20 | i | i | i | i | i | i | -4 | i | i | -9.5*
> CC1=C(/C=C/c2ccccc2)CCN(C)C1
 : 5 | i | i | i | i | i | i | -8 | i | i | i
> COC(=O)CC1(Cc2ccccc2)C(=O)NC(=O)NC1=O
 : -11 | i | i | i | i | i | i | -4 | i | i | i
> COc1ccccc1N1C(=O)NC(=O)/C(=C\c2cnn(-c3ccccc3)c2)C1=O
 : -1 | i | i | i | i | i | i | 2 | i | i | i
> O=C(c1ccc(-c2ccccc2)cc1)C1CCCN(Cc2ccn[nH]2)C1 (centres undefined)
 : -3 | i | i | i | i | i | i | 11 | i | i | i
> COc1cc(/C=C/c2nc3ccccc3c(=O)n2-c2ccccc2O)ccc1O
 : 27 | i | i | i | -9.3* | i | i | -4 | i | i | i
> CCSC1=NN1c1cc(C)nc(N)n1
 : 1 | i | i | i | i | i | i | 2 | i | i | i
> CC1(CCl)CN1S(=O)(=O)c1ccccc1 (centres undefined)
 : -9 | i | i | i | i | i | i | 0 | i | i | i
> CCOC(=O)C1CCN(Cc2ccc(Cl)nc2)CC1
 : 0 | i | i | i | i | i | 5.5* | 4 | i | i | i
> Cc1nn(Cc2ccccc2)c(C)c1C=C1C(=O)NC(=S)NC1=O
 : -8 | i | i | i | i | i | 14* | 2 | i | i | i
> Cc1ccc(OP(=O)(NC(C)c2ccccc2)Oc2ccc(C)cc2)cc1 (centres undefined)
 : 23 | i | i | i | i | i | i | 18 | i | i | i
> CCC(=Nc1ccc(OC)cc1OC)c1c(O)n(C)c(=O)n(C)c1=O
 : 11 | i | i | i | i | i | i | -3 | i | i | i
> N#Cc1ccc(Cn2cc(C=O)c3ccccc32)cc1
 : -4 | i | i | i | i | i | i | -6 | i | i | i
> O=C(NC[P+](=O)O)OCc1ccccc1
 : -5 | i | i | i | i | i | i | 0 | i | i | i
> Cc1ccc(CNC2=NCCS2)cc1
 : -1 | i | i | i | i | i | i | 4 | i | i | i
> COc1ccc(Br)cc1CN1CCN(CCO)CC1
 : -7 | i | i | i | i | i | i | 1 | i | i | i
> O=C1NC(=O)C(=Cc2ccc3c(c2)OCO3)C(=O)N1
 : -5 | i | · | i | i | i | i | -6 | i | i | i
> O=C(O)CCCc1ccc(N(CCCl)CCCl)cc1
 : 1 | i | i | i | i | i | i | 2 | i | i | i
> Cc1cc(C(C#N)c2ccc(Cl)cc2)c(Cl)cc1NC(=O)c1cc(I)cc(I)c1O (centres undefined)
 : 105* | i | i | 100* | i | i | i | 2 | i | i | i
> CC1(C(O)(C#CCN2CCCCC2)c2ccccc2)CCCC1 (centres undefined)
 : -4 | i | i | i | i | i | i | -2 | i | -7.1* | -7.6*
> CC1CCCCN1C(=O)Cn1cc(C=C2C(=O)N(C)C(=O)N(C)C2=O)c2ccccc21 (centres undefined)
 : 5 | i | i | i | i | i | i | -10 | i | i | i
> CN1CCc2nc(N)c(C#N)c(-c3ccccc3)c2C1
 : -6 | i | i | i | i | i | i | -2 | i | i | i
> CCCCN1C(=O)C(C2c3ccccc3C(=O)N2Cc2ccccc2)C(=O)NC1=S (centres undefined)
 : 12 | i | i | i | i | i | i | 0 | i | i | i
> Clc1ccc2[nH]c3c(c2c1)CCNC3
 : -4 | i | i | i | -5.4* | i | i | 1 | i | -5.3* | i
> CN(C)c1ccc(/C=C/C=C2/C(=O)NC(=O)N(c3ccccc3)C2=O)cc1
 : -1 | · | i | · | · | · | i | · | i | i | i
> CN1C2CCC1/C(=C/c1ccccn1)C(=O)/C2=C\c1ccccn1
 : · | i | i | i | i | i | · | 7 | · | · | ·
> c1ccc2c(c1)-c1cccc3cccc-2c13
 : · | i | i | i | i | i | · | -4 | · | · | ·
> COC(=O)Cn1cc(C(=O)c2ccccc2F)c2ccccc21
 : 0 | i | i | i | i | i | i | 9 | i | i | i
> Cc1ccc(NC(=O)[C@@H](NC(=O)N2C[C@H]3C[C@@H](C2)c2cccc(=O)n2C3)C(C)C)cc1
 : -1 | i | i | i | i | i | i | -1 | i | i | i
> CC(=O)Nc1ccccc1C(=O)C(=O)Nc1cccc(C(=O)N2CCC3(CC2)OCCO3)c1
 : 0 | i | i | i | i | i | i | -3 | i | i | i
> O=[N+]([O-])c1ccc(C[n+]2c(-c3ccccc3)cc(-c3ccccc3)cc2-c2ccccc2)cc1
 : -1 | i | i | i | i | i | i | -23 | i | i | i
> O=C(Cc1c(Cl)cccc1Cl)N1CCN(Cc2ccccc2)CC1
 : -3 | i | i | i | i | i | i | 2 | i | i | i
> Cc1ccsc1-c1nc(CSCC(=O)N2CCC3(CC2)OCCO3)c(C)o1
 : -3 | i | i | i | i | i | i | -11 | i | i | i
> Cc1cccc(OCC(=O)N2CCN(Cc3cccnc3)CC2)c1
 : -2 | i | i | i | i | i | i | -6 | i | i | i
> Cc1cccc(OC(=O)N2CCOCC2)c1
 : · | i | i | i | i | i | i | -2 | i | i | i
> CCN1CC2C3CCC(C)(O3)C2C1 (centres undefined)
 : 4 | i | i | i | i | i | i | 4 | i | i | i
> CC[C@@H](C(N)=O)N1CCCC1=O
 : -1 | i | · | i | i | i | i | 9 | i | i | i
> COc1ccccc1OCCCn1cc(C(=O)C2CC2)c2ccccc21
 : 3 | i | i | i | i | i | i | 5 | i | i | i
> O=C(NCCO)c1nsnc1NCCCl
 : -6 | i | i | i | i | i | i | -1 | i | i | i
> CCOc1ccc(-n2c(O)c(C=Nc3ccc(N4CCOCC4)cc3)c(=O)[nH]c2=O)cc1
 : -12 | i | i | i | i | i | i | 3 | i | i | i
> Fc1ccccc1CCNCc1cccc(Cl)c1Cl
 : 26 | i | i | i | i | i | i | 0 | i | i | i
> O=c1[nH]c(=S)n(Cc2ccc(F)cc2)c(O)c1C=NCc1ccc2c(c1)OCO2
 : 1 | i | i | i | i | i | i | · | i | i | i
> CN1CCN(c2ncc(C=O)s2)CC1
 : 6 | i | i | i | i | i | i | 5 | i | i | i
> COc1cc(/C=N/NP(=S)(c2ccccc2)c2ccccc2)ccc1O
 : 7 | i | i | i | i | i | i | 12 | i | i | i
> CC(C)OP(=O)(OC(C)C)C(O)c1ccccc1F (centres undefined)
 : -4 | i | i | i | i | i | i | -2 | i | i | i
> CCCn1cc2c3c(cccc31)C1CC(C)CN(C)C1C2 (centres undefined)
 : -1 | · | · | · | · | · | i | · | i | i | i
> O=c1[nH]c(CN2CCNCC2)nc2ccccc12
 : -3 | i | i | i | i | i | i | -13 | i | i | i
> Cc1cc(=O)oc2cc3c(cc12)CCCN3
 : 0 | i | i | i | i | i | i | -47 | i | i | i
> COc1ccc(NC2=NCCCS2)cc1OC
 : 0 | i | i | i | i | i | i | -7 | i | i | i
> c1cc(CNCCc2ccc3c(c2)OCO3)ccn1
 : -1 | i | i | i | i | i | i | 1 | i | i | i
> CCCCC(CC)COC(=O)c1ccccc1C(=O)OCC(CC)CCCC (centres undefined)
 : · | i | i | i | i | i | · | 4 | · | · | ·
> O=c1[nH]c(=O)n(Cc2ccco2)c(O)c1/C=N/N1CCCCC1
 : 3 | i | i | i | i | i | i | 12 | i | i | i
> Cc1ccc2c(c1)CC1(CN2C)C(=O)NC(=O)N(c2ccccc2C)C1=O (centres undefined)
 : 8 | i | i | i | -8.5* | i | i | -1 | i | i | i
> O=C(CN1C2CCC1CC(O)(c1cccnc1)C2)Nc1ccc2c(c1)OCO2 (centres undefined)
 : -1 | i | i | i | i | i | i | -9 | i | i | i
> COc1ccc(CCNC2CCCCCC2)cc1
 : 5 | i | i | i | i | i | i | 4 | i | i | i
> NCC1(c2ccc3c(c2)OCCO3)CCCC1
 : -3 | i | i | i | i | i | i | -1 | i | i | i
> Cc1ccc(/C=C2/C(=O)NC(=O)N(CCc3ccc(F)cc3)C2=O)s1
 : 3 | i | i | i | i | i | i | -7 | i | i | i
> COc1cccc(O)c1CN1CCCC(C(=O)c2sccc2C)C1 (centres undefined)
 : 3 | i | i | i | i | i | i | 1 | i | i | i
> CNC(=O)Oc1cccc2ccccc12
 : 3 | i | i | i | i | i | i | -5 | i | i | i

# The list continues:
# Results follow in this order: SKKanGAS inh | MrgX1 allo act | TMEM16A act | ANO1 block | MrgX1 antag | MrgX1 agonist | RGS4 inh | HDAC3 inhib | TRPC6 act | TRPC6 inh | RGS4 act
> COC(=O)Nc1ccc(N=C(N)N[N+](=O)[O-])cc1
 : 0 | i | i | i | i | i | i | -1 | i | i | i
> CCCCCCCCN=Cc1c(O)[nH]c(=O)[nH]c1=O
 : 2 | i | i | i | i | i | i | 8 | i | i | i
> COC(=O)C1=C(N)OC(C)=C(C(C)=O)C12C(=O)N(C)c1ccccc12 (centres undefined)
 : -7 | i | i | i | i | i | i | -1 | i | i | i
> Cc1nc2cc([N+](=O)[O-])ccc2c(=O)n1-c1ccccc1[N+](=O)[O-]
 : -10 | i | i | i | i | i | i | 3 | i | i | i

# Full records from above.
# `COC(=O)Nc1ccc(N=C(N)N[N+](=O)[O-])cc1` as listed: SKKanGAS inh = 0; MrgX1 allo act = i; TMEM16A act = i; ANO1 block = i; MrgX1 antag = i; MrgX1 agonist = i; RGS4 inh = i; HDAC3 inhib = -1; TRPC6 act = i; TRPC6 inh = i; RGS4 act = i
# `COC(=O)C1=C(N)OC(C)=C(C(C)=O)C12C(=O)N(C)c1ccccc12` (centres undefined) as listed: SKKanGAS inh = -7; MrgX1 allo act = i; TMEM16A act = i; ANO1 block = i; MrgX1 antag = i; MrgX1 agonist = i; RGS4 inh = i; HDAC3 inhib = -1; TRPC6 act = i; TRPC6 inh = i; RGS4 act = i

# This is a subset; count on the stated rates, not on these rows.
